Bioassay records as filed in PubChem BioAssay.
GRK2 inh: inhibitors of human GRK2 displacing RNA aptamer | P25098 | bead flow cytometry, FAM-aptamer displacement from GRK2 | inhibition of aptamer binding, % at 10 µM | actives 0.59% (n = 330,000);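 active = inhibition of aptamer binding above 40%, roughly 3 SD of noise, on plates passing a quality check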;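 also: median bead fluorescence of bound FAM aptamer so fluorescent compounds give negative values; no value below 0 was filed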
Target sequence (P25098 whole entry, looked up): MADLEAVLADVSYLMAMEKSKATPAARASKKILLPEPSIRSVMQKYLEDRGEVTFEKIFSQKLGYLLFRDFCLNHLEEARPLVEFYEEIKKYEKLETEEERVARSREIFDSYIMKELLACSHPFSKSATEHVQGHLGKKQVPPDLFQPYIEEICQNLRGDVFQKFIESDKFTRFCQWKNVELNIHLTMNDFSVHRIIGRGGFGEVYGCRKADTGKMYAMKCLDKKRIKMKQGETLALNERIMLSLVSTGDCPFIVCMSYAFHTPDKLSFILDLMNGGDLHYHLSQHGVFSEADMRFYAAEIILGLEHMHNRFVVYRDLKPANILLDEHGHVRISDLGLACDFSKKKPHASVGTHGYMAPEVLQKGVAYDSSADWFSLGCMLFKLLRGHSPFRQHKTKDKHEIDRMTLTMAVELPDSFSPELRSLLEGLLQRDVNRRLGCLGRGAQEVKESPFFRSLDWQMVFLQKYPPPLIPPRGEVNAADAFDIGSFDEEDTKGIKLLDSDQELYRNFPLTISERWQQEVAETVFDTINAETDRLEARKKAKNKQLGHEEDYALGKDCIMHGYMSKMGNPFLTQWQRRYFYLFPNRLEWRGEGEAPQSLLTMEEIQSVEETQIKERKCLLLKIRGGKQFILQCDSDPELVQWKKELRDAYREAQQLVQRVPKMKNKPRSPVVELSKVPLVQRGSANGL
VLA-4 inh: inhibition in a human VLA-4 binding assay. P13612. VLA-4 expressing cells, ligand binding flow cytometry. inhibition, % (about 7 µM as worked out from the volumes in the protocol). actives 0.2% (n = 330,000). AID 2557; in the data active = inhibition above about 50%
GLD-1 RNA inh: GLD-1-TGE RNA interaction inhibition (C. elegans); Q17339; purified GLD-1 + fluorescein TGE RNA, fluorescence polarization; inhibition, % at 5.96 µM; actives 0.44% (n = 320,000);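 active = percent inhibition above a per-plate cutoff, the plate mean of test compounds plus 3 SD, cut at about 30% in these data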;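 also: 0% = DMSO wells with GLD-1 and probe and 100% = wells lacking GLD-1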
Bcl-xL primary: Bcl-xL (human) inhibition | GST-Bcl-xL / FITC-Bim BH3 peptide fluorescence polarization | inhibition, % at 10.9 µM | actives 0.7% (n = 320,000) | AID 2129;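 active = inhibition above the mean of all tested compounds plus 3 SD, cutoff set per campaign, cut at about 30% in these data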;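 also: 0% = DMSO wells and 100% = unlabeled Bim-BH3 peptide competitor; inhibitors lower millipolarization by displacing the labeled peptide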
Target sequence (Q07817 whole entry, looked up): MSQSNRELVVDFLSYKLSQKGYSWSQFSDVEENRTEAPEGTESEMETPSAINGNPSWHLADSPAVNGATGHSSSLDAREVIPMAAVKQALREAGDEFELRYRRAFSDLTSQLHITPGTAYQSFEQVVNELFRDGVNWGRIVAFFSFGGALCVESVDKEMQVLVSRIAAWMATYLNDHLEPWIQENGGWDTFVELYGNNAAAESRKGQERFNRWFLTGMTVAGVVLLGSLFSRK
CIT2 TOR yeast: modulators of TOR pathway CIT2-GFP in S. cerevisiae | GFP response vs DMSO, % at 10 µM | S. cerevisiae CIT2-GFP strain, flow cytometry, 3 h; 100 means same as DMSO wells | AID 2029 | actives 0.065% (n = 320,000);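 active = GFP response relative to DMSO above a set limit, near the screen mean plus 3 SD, cut at about 150% in these data; inconclusive = Fewer than 70 cells measured for a yeast strain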;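 also: ratio of well median GFP fluorescence to mean of DMSO wells on the plate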
AGP1-GFP MLPCN: alters AGP1-GFP fluorescence in TOR pathway yeast screen | S. cerevisiae AGP1-GFP multiplex flow cytometry, 3 h; GFP as percent of DMSO wells | GFP response vs DMSO, % at 10 µM | actives 0.02% (n = 320,000) | AID 2066;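 active = GFP response relative to DMSO above a set limit, near screen average plus 3 SD, cut at about 150% in these data; inconclusive = fewer than 70 cells counted for the yeast strain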;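 also: median GFP channel fluorescence of the gated AGP1 strain per well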
CR mimetic SO: yeast age-related superoxide inhibition as caloric restriction mimetic | actives 0.18% (n = 330,000) | S. cerevisiae aged cells, superoxide DHE fluorescence; hits give low values | superoxide response (% of plate mean), % at 10 µM;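 active = superoxide response under a set limit, about three screen SD below normal, cut at about 65% in these data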;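 also: yeast aged for seven days with compound at 30 °C before DHE staining; 100% = average MFI of all compound-treated wells on the plate with controls excluded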
MEX-5 binding: C. elegans MEX-5 TCR-2 RNA binding activity | Q9XUB2 | MEX-5/FITC-TCR2 RNA binding, fluorescence polarization; hits give low values | activity score (negative = inhibition of binding), % at 10 µM | actives 0.38% (n = 300,000) | AID 1832;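 active = inhibition past about -25% in most replicates, and total fluorescence under double the plate's negative control median, limit read from the data; inconclusive = replicates evenly split on the limit, or fluorescence at least double controls; inactive = too little inhibition in most replicates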;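 also: 0% = DMSO and -100% = 5 µM competing unlabeled TCR2 RNA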
MCL1-BIM inh: inhibitors of human MCL1 binding to BIM-BH3 peptide; Q07820; GST-MCL1 / FITC-Bim-BH3 fluorescence polarization; inhibition, % at 10.9 µM; actives 0.68% (n = 320,000); AID 2057;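 active = inhibition above the mean inhibition of all tested compounds plus 3 SD, set per campaign, cut at about 40% in these data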;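 also: 0% = DMSO wells and 100% = unlabeled Bim-BH3 peptide control; higher means more loss of mP so more displacement of Bim peptide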
Numbers without * were called inactive; u = inconclusive; x = no result given.

smiles,MCL1-BIM inh,GLD-1 RNA inh,CR mimetic SO,AGP1-GFP MLPCN,CIT2 TOR yeast,MEX-5 binding,VLA-4 inh,Bcl-xL primary,GRK2 inh
COc1cccc(NC(=O)c2ccc3c(c2)CCCC3)c1,0,-2,100,84,57,-0.5,-2,2,3
O=C(N1CCCC1)C12CC3CCC(CC(C3)C1)C2,3,-1,89,104,90,-2.0,2,5,2
C=CCN1C(=O)c2ccc(C(=O)N3CCN(S(=O)(=O)c4cccc(F)c4)CC3)cc2C1=O,-5,4,115,108,96,-2.1,5,-2,5
CCSc1nnc(NC(=O)Cc2cccc(OC)c2)s1,3,6,105,x,88,-1.0,8,5,3
O=P(O)(O)COc1ccccc1P(=O)(c1ccccc1)c1ccccc1,2,-1,95,u,u,-0.4,4,2,3
COc1ccc(-c2nnc(NC(=O)C3=COCCO3)o2)cc1,10,3,104,99,101,3.4,7,1,1
O/N=C(/CCc1ccccc1)c1ccc2c(c1)OCCO2,-2,-5,103,88,91,1.9,3,2,1
COc1cccc(C(C(=O)NC(C)(C)C)N(CCC(C)C)C(=O)CCC(=O)Nc2cc(C)on2)c1OC (stereo not given),-2,-12,94,99,100,1.8,-12,-1,0
COCn1c(COc2ccccc2)nc2ccccc21,2,1,90,101,102,0.9,-2,4,0
Cc1cc(N2CCN(C(c3ccccc3)c3ccccc3)CC2)n2ncnc2n1,1,4,98,101,97,-0.7,-3,0,3

The list continues:
smiles,MCL1-BIM inh,GLD-1 RNA inh,CR mimetic SO,AGP1-GFP MLPCN,CIT2 TOR yeast,MEX-5 binding,VLA-4 inh,Bcl-xL primary,GRK2 inh
CN(C)c1nc(N/N=C/c2c[nH]c3ccccc23)nc(N2CCOCC2)n1,4,11,96,102,102,-0.8,16,5,3
Cc1ccc([C@H]2C(C(=O)O)=CC[C@@H](c3ccc(C(C)C)cc3)N2S(=O)(=O)c2ccc(C)cc2)cc1,x,1,94,86,90,x,-8,x,8
O=C(NCC1CCCO1)c1cccc(NC(=O)c2ccco2)c1 (stereo not given),2,-1,112,105,96,-2.0,15,6,0
CCOc1cccc(/C(O)=C2/C(=O)C(=O)N(CCOC)C2c2ccco2)c1 (stereo not given),0,-1,110,105,96,-2.4,7,8,47*
CCCCNc1nc(-c2ccccc2)cc(C(F)(F)F)c1C(N)=O,2,4,91,112,107,-2.4,13,5,8
C[C@@]12C(=O)Nc3ccc(Br)cc3C(=O)N1[C@H]1c3cc(Cl)ccc3OC[C@@H]1[C@@H]2c1ccccc1,11,-1,93,98,89,x,35,7,0
O=C(N/N=C/c1c[nH]c2ccccc12)c1cc(-c2ccccc2)n[nH]1,4,-3,110,102,104,-4.3,8,-2,0
Cc1cc(C)c2nc3sc(C(=O)N4CCOCC4)c(N)c3cc2c1,3,-1,99,93,95,2.0,34,2,0
CCN(CC)S(=O)(=O)c1cc(NC(=O)COC(=O)CCC(=O)c2cccs2)ccc1C,4,7,98,102,102,1.9,-3,10,2
Cc1ccc(C(=O)Nc2ncc(C)s2)o1,8,4,89,100,103,-1.0,1,0,0

An excerpt from above, limited to AGP1-GFP MLPCN, MEX-5 binding and GRK2 inh.
| molecule | AGP1-GFP MLPCN | MEX-5 binding | GRK2 inh |
| --- | --- | --- | --- |
| Cc1ccc(C(=O)Nc2ncc(C)s2)o1 | 100 | -1.0 | 0 |
| CN(C)c1nc(N/N=C/c2c[nH]c3ccccc23)nc(N2CCOCC2)n1 | 102 | -0.8 | 3 |
| C[C@@]12C(=O)Nc3ccc(Br)cc3C(=O)N1[C@H]1c3cc(Cl)ccc3OC[C@@H]1[C@@H]2c1ccccc1 | 98 | x | 0 |
| CCCCNc1nc(-c2ccccc2)cc(C(F)(F)F)c1C(N)=O | 112 | -2.4 | 8 |

(more compounds)
smiles,MCL1-BIM inh,GLD-1 RNA inh,CR mimetic SO,AGP1-GFP MLPCN,CIT2 TOR yeast,MEX-5 binding,VLA-4 inh,Bcl-xL primary,GRK2 inh
CN1CCN(c2ccc(C(F)(F)F)cc2NC(=O)Nc2ccccc2)CC1,-1,4,82,94,98,-1.2,2,-1,0
O=C(CSCc1ccccc1)Nc1ccc2c(c1)C(=O)NC2=O,12,-3,86,91,x,0.4,-3,8,0
CCCn1c2ccccc2c2cnn(CC(=O)NCCN(CC)CC)c(=O)c21,0,-4,89,89,99,-2.2,11,2,0
O=C(NCc1nnc(SCC(=O)N2CCC(Cc3ccccc3)CC2)o1)c1ccco1,4,7,104,99,101,-1.6,-6,1,1
O=C(NC1CCCCC1)C(c1cccnc1)N(C(=O)CCl)c1ccccc1Cl (stereo not given),4,1,91,98,100,-1.0,2,4,2
CCCCSc1cnn(-c2ccccc2)c(=O)c1SCCCC,-2,-3,84,106,112,0.7,-3,4,6
CC1(C)OC(=O)C(=Cc2ccc[nH]2)C(=O)O1,10,-6,92,117,113,0.1,-2,1,0
CCOC(=O)c1sc(NC(=O)CSc2n[nH]c(CC)n2)nc1C,3,-4,104,91,90,-3.1,2,-7,0
O=C(Nc1ccc(N2CCOCC2)cc1)c1cc(-n2cnnc2)ccc1Cl,9,3,92,105,97,-2.1,8,6,8
N#Cc1ccccc1NC(=O)CN1C(=O)NC(Cc2c[nH]c3ccccc23)C1=O (stereo not given),-6,2,108,99,98,x,-12,8,0

Continued:
smiles,MCL1-BIM inh,GLD-1 RNA inh,CR mimetic SO,AGP1-GFP MLPCN,CIT2 TOR yeast,MEX-5 binding,VLA-4 inh,Bcl-xL primary,GRK2 inh
Cc1ccc(CCNC(=O)C2CCN(S(=O)(=O)c3cccc4nonc34)CC2)cc1,-4,-2,107,106,112,0.9,9,4,0
COc1ccc(C(=O)O/N=C(\N)Cc2ccc([N+](=O)[O-])cc2)c(OC)c1,-8,-3,120,90,94,1.0,-26,-4,19
CCOc1ccc(CN2CCN(CCCc3ccccc3)CC2CCO)cc1 (stereo not given),14,2,111,101,100,1.2,1,1,1
O=C(COc1cccnc1[N+](=O)[O-])c1ccc(Cl)s1,38,9,108,99,98,-3.1,-1,20,4
CC1CCN(S(=O)(=O)c2ccc(Cl)cc2Br)CC1,3,0,98,105,97,0.7,2,2,4
CC(C)(C)C(=O)OCOC(=O)[C@@H]1N2C(=O)[C@@H](N=CN3CCCCCC3)[C@H]2SC1(C)C,12,3,94,95,96,x,15,8,0
CN1CCCC(OC(=O)c2ccc(S(=O)(=O)N(C)C)cc2)C1 (stereo not given),7,-4,87,97,94,0.8,1,6,0
O=C(CNC(=O)c1cccnc1)N/N=C/c1ccc(O)cc1O,20,33*,114,95,91,-0.4,14,21,0
CC1=C(C(=O)OCC2CCCO2)C(c2ccccc2)NC(=O)N1 (stereo not given),5,6,89,103,102,-0.2,17,2,5
[O-]/[N+](=C\c1ccc(F)cc1)c1ccccc1,11,0,82,107,103,1.1,12,3,4

A few values from the entries so far.
CCOc1ccc(CN2CCN(CCCc3ccccc3)CC2CCO)cc1 (stereo not given) – Bcl-xL primary = 1
O=C(COc1cccnc1[N+](=O)[O-])c1ccc(Cl)s1 – MEX-5 binding = -3.1
CN1CCCC(OC(=O)c2ccc(S(=O)(=O)N(C)C)cc2)C1 (stereo not given) – AGP1-GFP MLPCN = 97

Other records.
smiles,MCL1-BIM inh,GLD-1 RNA inh,CR mimetic SO,AGP1-GFP MLPCN,CIT2 TOR yeast,MEX-5 binding,VLA-4 inh,Bcl-xL primary,GRK2 inh
Cc1ccc(S(=O)(=O)N2CCOCC2)cc1NCC(=O)Nc1ccc(OC(F)(F)F)cc1,x,-14,96,101,120,x,-5,x,3
COc1ccc(-c2cc(=O)[nH][nH]2)cc1OC,1,5,106,92,90,-4.0,2,-3,0
CCCC(C)C(=O)Nc1nc(C)c(-c2csc(Nc3cc(Cl)ccc3C)n2)s1 (stereo not given),-1,0,100,92,111,4.0,-13,5,0
Clc1cnc(N/N=C/c2ccco2)c(Cl)c1,-1,-5,99,105,102,0.8,13,-2,0
O=C(NCc1ccccc1)N1CCN(c2ccc(Cl)c(Cl)c2)CC1,4,3,96,97,96,-3.4,8,1,0
O=C(Nc1cc(C(=O)N2CCOCC2)cc(C(=O)N2CCOCC2)c1)c1cc(F)c(F)cc1Cl,-8,1,118,93,91,1.7,-9,0,27
CCN(C(=O)CSc1nnc(-c2cccs2)o1)C1CCS(=O)(=O)C1 (stereo not given),-5,7,95,110,100,0.8,12,-3,2
COc1ccc(NC(=O)CCCn2c(=O)c3sccc3n(Cc3ccc(C)cc3C)c2=O)cc1,5,4,97,115,101,-1.0,-4,5,0
COc1ccc(OC)c(C2C3=C(N=c4s/c(=C\c5cccc(O)c5)c(=O)n42)c2ccccc2CC3)c1 (stereo not given),-36,-14,103,107,102,1.5,-66,-13,1
COc1cccc(CNC(=O)c2ccc(CS(=O)Cc3ccc(C)cc3)o2)c1 (stereo not given),3,-3,97,98,105,0.7,1,4,2
CCOC(=O)c1c(NC(=O)CSc2nnc(CNc3ccc(OC)cc3)n2C)sc(C)c1C,5,6,93,100,94,-0.4,19,0,0
Cc1nc([N+](=O)[O-])cn1CC(=O)Nc1ccc([N+](=O)[O-])cc1,9,-5,102,105,108,5.0,6,6,5

At a glance, some entries already given:
smiles,MCL1-BIM inh,GLD-1 RNA inh,CR mimetic SO,AGP1-GFP MLPCN,CIT2 TOR yeast,MEX-5 binding,VLA-4 inh,Bcl-xL primary,GRK2 inh
CCOC(=O)c1c(NC(=O)CSc2nnc(CNc3ccc(OC)cc3)n2C)sc(C)c1C,5,6,93,100,94,-0.4,19,0,0
Cc1nc([N+](=O)[O-])cn1CC(=O)Nc1ccc([N+](=O)[O-])cc1,9,-5,102,105,108,5.0,6,6,5

Rows are unselected; any-hit rate near 2.1%.
